Source: PubChem BioAssay
RPL19A TOR yeast – RPL19A-GFP expression modulators in yeast, primary screen, cell-based, S. cerevisiae, multiplex flow cytometry, MLPCN. S. cerevisiae RPL19A-GFP strain, 3 h; stronger effect = lower value. percent response vs DMSO, % at 10 µM. hit rate 0.3% among 330,000;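 active = percent response vs DMSO below 50%; inconclusive = fewer than 70 events counted for the yeast strain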;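 also: median channel GFP fluorescence of the barcoded RPL19A-GFP strain; ratio of sample median GFP to plate DMSO average so 100% = DMSO; lower means less RPL19A-GFP as with rapamycin TOR inhibition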
LAP4 TOR yeast – modulators of LAP4-GFP expression in yeast, primary screen, S. cerevisiae, multiplex flow cytometry, MLPCN library; 3 h; median GFP as percent of DMSO wells; hit rate 0.34% among 320,000; AID 2023, 2009; GFP response vs DMSO, % at 10 µM;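 active = GFP response vs DMSO above a set limit, about the screen mean plus 3 SD, cut at about 150% in these data; inconclusive = under 70 cell events counted for the yeast strain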
CR mimetic SO – reduction of superoxide in aged yeast, primary screen, HTS | S. cerevisiae aged cells, superoxide DHE fluorescence; stronger effect = lower value | superoxide response (% of plate mean), % at 10 µM | hit rate 0.18% among 330,000;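 active = superoxide response under a set limit, about three screen SD below normal, cut at about 65% in these data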;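 also: yeast aged for seven days with compound at 30 °C before DHE staining; 100% = average MFI of all compound-treated wells on the plate with controls excluded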
AHR activator – AHR activators, primary screen, cell-based, luminescence, luciferase reporter, human | Aryl hydrocarbon receptor (Homo sapiens), P35869 | hit rate 2.5% among 320,000 | AHR-responsive luciferase reporter cells | activation, % at 5 µM; in the data active = activation above about 47%;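 also: 0% = vehicle wells and 100% = reference agonist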
Target sequence (P35869 whole entry, looked up): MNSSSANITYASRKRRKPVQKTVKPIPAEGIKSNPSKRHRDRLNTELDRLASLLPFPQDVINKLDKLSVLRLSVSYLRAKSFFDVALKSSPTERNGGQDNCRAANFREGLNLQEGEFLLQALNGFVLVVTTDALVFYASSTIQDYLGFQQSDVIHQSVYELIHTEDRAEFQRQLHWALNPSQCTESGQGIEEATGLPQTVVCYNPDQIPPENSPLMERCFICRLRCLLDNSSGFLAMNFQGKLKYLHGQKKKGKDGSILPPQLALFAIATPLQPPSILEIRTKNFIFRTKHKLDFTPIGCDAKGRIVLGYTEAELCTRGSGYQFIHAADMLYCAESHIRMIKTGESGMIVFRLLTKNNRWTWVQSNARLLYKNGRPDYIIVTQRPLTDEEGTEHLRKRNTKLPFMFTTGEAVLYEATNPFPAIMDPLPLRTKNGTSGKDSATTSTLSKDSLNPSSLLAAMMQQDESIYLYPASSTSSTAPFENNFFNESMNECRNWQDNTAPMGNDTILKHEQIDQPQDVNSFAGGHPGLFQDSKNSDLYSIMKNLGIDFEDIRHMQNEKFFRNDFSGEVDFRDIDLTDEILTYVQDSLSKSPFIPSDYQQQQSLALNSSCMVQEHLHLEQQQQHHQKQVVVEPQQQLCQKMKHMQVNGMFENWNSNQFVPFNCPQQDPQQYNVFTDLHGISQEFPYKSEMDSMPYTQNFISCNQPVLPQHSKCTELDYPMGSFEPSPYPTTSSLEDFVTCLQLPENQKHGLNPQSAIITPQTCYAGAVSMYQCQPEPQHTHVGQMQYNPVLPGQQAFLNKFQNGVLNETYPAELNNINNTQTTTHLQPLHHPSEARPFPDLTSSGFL
MEP2 TOR yeast – modulators of MEP2-GFP levels in yeast, primary screen, S. cerevisiae, multiplex flow cytometry, MLPCN library | S. cerevisiae MEP2-GFP strain, 3 h; 100% = DMSO control level | hit rate 0.51% among 330,000 | GFP response vs DMSO, % at 10 µM | AID 2016, 2009;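 active = GFP response versus DMSO above a set limit, roughly screen mean plus 3 SD, cut at about 180% in these data; inconclusive = fewer than 70 cells counted for a yeast strain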;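 also: median GFP fluorescence of the barcode-gated MEP2-GFP cells per well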
Efflux pump inh – inhibitors of Candida efflux pumps in yeast, primary screen, S. cerevisiae, Nile Red, multiplex | S. cerevisiae Candida pump triplex | inhibition, % at 10 µM | hit rate 0.44% among 330,000;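 active = plate passing quality check with inhibition over a set limit, or well fluorescence over plate mean plus 4 SD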;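 also: Nile Red retained in pooled yeast measured as flow cytometry median fluorescence; 0% = buffer negative control and 100% = Enniatin B positive control; higher means more Nile Red kept so more efflux inhibition; some compounds called inactive have numbers as strong as hits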
CIT2 TOR yeast – modulators of CIT2-GFP expression in yeast, primary screen, S. cerevisiae, GFP fusion, multiplex flow cytometry, MLPCN library; GFP response vs DMSO, % at 10 µM; hit rate 0.065% among 320,000; S. cerevisiae CIT2-GFP strain, 3 h; 100 means same as DMSO wells;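 active = GFP response relative to DMSO above a set limit, near the screen mean plus 3 SD, cut at about 150% in these data; inconclusive = Fewer than 70 cells measured for a yeast strain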;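 also: ratio of well median GFP fluorescence to mean of DMSO wells on the plate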
AGP1-GFP MLPCN – modulators of AGP1-GFP expression in yeast TOR pathway, primary screen, cell-based, multiplex flow cytometry, S. cerevisiae, MLPCN library; AID 2066, 2009; 3 h; GFP as percent of DMSO wells; hit rate 0.02% among 320,000; GFP response vs DMSO, % at 10 µM;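 active = GFP response relative to DMSO above a set limit, near screen average plus 3 SD, cut at about 150% in these data; inconclusive = fewer than 70 cells counted for the yeast strain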;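 also: median GFP channel fluorescence of the gated AGP1 strain per well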
Numbers without * were called inactive; ? = inconclusive; / = no result given; [ ] = another dose, or the depositor's remark.

SMILES	RPL19A TOR yeast	LAP4 TOR yeast	CR mimetic SO	AHR activator	MEP2 TOR yeast	Efflux pump inh	CIT2 TOR yeast	AGP1-GFP MLPCN
c1ccc(OCCOc2cccc3cccnc23)cc1	100	91	111	4	99	0.3	92	97
Cc1ccc(C(=O)NCCc2nnc3c(C(F)(F)F)cc(Cl)cn23)o1	104	99	91	0	115	0.0	108	102
Cn1c(SCC(N)=O)nnc1-c1ccccc1	106	100	86	0	111	-0.2	100	115
O=C(N/N=C/c1cccnc1)c1ccc(NC(=O)C(c2ccccc2)c2ccccc2)cc1	91	90	112	2	92	0.0	86	93
Cc1cc(C(=O)CN2C(=O)c3ccccc3S2(=O)=O)c(C)n1-c1ccccc1	101	102	103	1	102	0.1	105	99
CN1C(=O)c2cccc(NC(=O)C3CCCCC3)c2C1=O	98	111	112	2	102	0.0	99	101
O=C(O)Cn1nnnc1-c1ccc(F)cc1	98	102	130	-1	104	0.1	104	106
CCN(C(=O)COC(=O)c1ccc[nH]c1=O)c1cccc2ccccc12	103	98	105	-2	112	0.1	101	103
COc1ccccc1N1CCN(Cc2cc(=O)n3ccsc3n2)CC1	96	97	94	1	95	0.1	94	96
Cc1cc(S(=O)(=O)NCc2ccc(S(N)(=O)=O)cc2)c(C)s1	97	109	109	-2	102	0.0	93	104
CCOC(=O)c1cnc2c(-c3ccccc3)cnn2c1C	99	100	97	0	103	0.0	97	94
COc1cc(CNCc2cc(OC)ccc2OC)cc(OC)c1	103	87	102	9	107	-0.1	104	102
Cc1ccc(C(=O)Nc2ccccc2C(=O)N2CCCC(C)C2)cc1 (stereo not drawn)	98	93	112	4	105	0.1	95	96
Cc1ccc(/C=C2\CCn3c2nc2cc(C(=O)O)ccc2c3=O)c(C)c1	92	104	112	3	101	-0.1	83	88
CC(=O)Nc1cccc(-c2csc(N)n2)c1	111	98	101	4	106	0.2	86	95
CC(=O)Nc1cc(S(=O)(=O)Nc2cccc(C)c2)c(C)cc1C	103	103	90	12	100	0.1	106	109
COc1ccc(S(=O)(=O)N2CCCC2CNC(=O)C(=O)Nc2cccc(F)c2)cc1 (stereo not drawn)	94	124	101	1	87	-0.1	93	110
CCCn1c(SCC(=O)NCCCN2CCCC2=O)nc2ccccc2c1=O	99	105	82	0	104	-0.4	107	100
Cn1ncc(Br)c1NC(=O)c1cc(Cl)cc(Cl)c1	99	113	101	0	105	-0.1	116	114
CCn1c(SCC(=O)Nc2nncs2)nnc1-c1ccco1	102	99	97	0	101	0.0	101	107
N#C/C(N)=C(/C#N)N=Cc1cccc(Cl)c1	96	99	100	-9	98	0.1	86	93
CCN(CC)C(=O)Cn1cc(S(=O)(=O)CC(=O)N2CCCCCC2)c2ccccc21	96	101	85	-3	98	0.0	86	99
COc1ccc(C(=O)N2CCC(C(N)=O)CC2)cc1S(=O)(=O)N1CCCC1	94	97	111	-2	99	0.0	95	93
Cc1ccc(-n2nc3c(c2NC(=O)C2CCCC2)CS(=O)(=O)C3)cc1	85	87	97	2	91	0.0	91	91
O=C(NCCN1CCOCC1)C(=O)NCc1ccco1	102	91	87	2	103	0.2	106	99
SMILES	RPL19A TOR yeast	LAP4 TOR yeast	CR mimetic SO	AHR activator	MEP2 TOR yeast	Efflux pump inh	CIT2 TOR yeast	AGP1-GFP MLPCN
Cc1cccc(C)c1OCCn1nc(C(=O)O)c2ccccc2c1=O	104	112	109	6	119	0.0	104	104
CCCCNC(C(=O)Nc1cccc(S(=O)(=O)N2CCOCC2)c1)c1ccccc1 (stereo not drawn)	96	103	91	0	103	0.1	99	100
O=C1/C(=C/c2cccc3ccccc23)CCCc2ccccc21	99	111	107	22	99	-0.1	97	102
CCc1c(C)c2nncn2[nH]c1=O	100	100	110	3	102	0.0	106	102
Nn1c(SCC(=O)Nc2ccc(N3CCOCC3)cc2)nnc1C1CC1	99	105	101	3	110	0.1	99	102
CCCCN(C(=O)C1=COCCO1)c1c(N)n(CCCC)c(=O)[nH]c1=O	?	?	92	2	?	0.0	103[may fluoresce red]	?
O=C(CSc1nc2ccccc2n1CC(=O)N1CCCC1)Nc1nccs1	96	92	103	-1	97	-0.3	95	97
O=C(C1=C(O)C(=O)N(CCOCCO)C1c1cccs1)c1cccs1 (stereo not drawn)	92	88	101	-4	87	-0.1	92	94
Cc1ccc2[nH]c(=O)c(CNC(C)(C)C)cc2c1	88	86	95	13	88	0.1	79	81
Cc1sc(NC(=O)CN2CCCC2)nc1-c1ccc2c(c1)CCN2C(=O)c1cccc(F)c1	104	101	98	10	103	0.2	106	111
CSC1=NCCN1S(=O)(=O)c1ccc2ccccc2c1	98	99	91	4	93	-0.2	96	101
Cc1ccc(SC(C)C(=O)Nc2ccccc2C(=O)N2CCOCC2)cc1 (stereo not drawn)	101	100	101	0	102	0.0	104	108
Cc1nn(-c2ccc(F)cc2)c2sc(C(=O)N3CCCCCC3)cc12	94	89	101	28	99	-0.1	103	96
CCOc1cc(/C=C2/C(=N)N3C(=NC2=O)SN=C3S(=O)(=O)C(C)C)ccc1OC(=O)c1ccco1	100	83	100	2	103	0.0	101	77
Cn1c(=O)n(C)c2cc(S(=O)(=O)Nc3ccccc3)ccc21	97	99	104	-4	96	-0.2	101	100
CCc1cccc(CC)c1NC(=O)COC(=O)c1cccc(-c2ccc(OC(C)=O)cc2)c1	99	89	94	5	98	0.0	97	99
O=C(CSc1nnc(-c2ccccn2)n1Cc1ccco1)Nc1ccc2c(c1)OCO2	99	86	97	2	101	0.0	111	99
COc1ccccc1C(CNC(=O)C(C)(C)Oc1ccc(Cl)cc1)N1CCCC1 (stereo not drawn)	98	113	101	2	101	0.0	90	104
O=C(NC(=S)Nc1cccc(C(F)(F)F)c1)c1csnn1	97	106	101	5	102	0.0	102	92
O=C(O)CC1(CC(=O)Nc2cc(C(F)(F)F)cc(C(F)(F)F)c2)CCCCC1	97	102	108	-1	102	0.0	98	98
Cc1[nH]n(-c2ccccc2)c(=O)c1/C=N/c1nn[nH]n1	101	105	112	20	103	-0.1	105	105
CCN1CCN(C(c2cccs2)C(C)NC(=O)C(C)C)CC1 (stereo not drawn)	97	98	100	-1	96	0.0	108	102
CN1CCN(CC#CC(C)(O)C2CC3C=CC2C3)CC1 (stereo not drawn)	?	?	91	0	?	0.0	?	?
CC(=O)Nc1ccc(C=C(C(C)=O)C(C)=O)cc1	99	/	105	-2	102	-0.1	/	/
CC(=O)N1c2ccc(S(=O)(=O)NCC3CCC(C(=O)N(C)Cc4ccccc4)CC3)cc2CC1C (stereo not drawn)	102	91	109	-1	106	-0.1	104	97
SMILES	RPL19A TOR yeast	LAP4 TOR yeast	CR mimetic SO	AHR activator	MEP2 TOR yeast	Efflux pump inh	CIT2 TOR yeast	AGP1-GFP MLPCN
Cc1cc(N2CC(C)OC(C)C2)nc2ccccc12 (stereo not drawn)	99	108	108	4	96	-0.1	94	106
O=C1CN(C(=O)CC2c3ccccc3-c3ccccc32)CC(=O)N1	98	112	93	0	98	-0.1	107	108
COc1ccc2[nH]cc(C(=O)C(=O)N3CCCCC3)c2c1	103	103	88	-1	112	-0.1	108	107
CC(=O)Nc1ccc(SCC(=O)N2CCN(S(=O)(=O)c3ccccc3)CC2)cc1	105	104	118	1	105	0.1	105	104
COC(=O)c1nn(-c2ccc(OC)cc2)ccc1=O	104	87	102	4	105	-0.1	106	96
CCn1c(SCC(=O)NC2CCCc3ccccc32)nnc1-c1cccs1 (stereo not drawn)	98	102	101	-3	92	-0.2	93	101
O=C(CN1CCCCC1)Nc1ccccc1	101	108	105	-4	99	0.1	103	101
COc1ccc(C)cc1S(=O)(=O)Nc1cccc(Cl)c1	94	97	95	1	96	-0.1	92	99
CN(CC(=O)Nc1ccc(F)c(F)c1F)C(=O)C1CCCCC1	103	102	83	-1	94	0.1	109	102
CCCCOc1ccc(N2CC(C(=O)NCCc3ccc(OC)c(OC)c3)CC2=O)cc1 (stereo not drawn)	98	108	94	3	99	0.3	96	102
Cc1ccc(-n2nnnc2-c2cnc(-c3cccnc3)nc2C(F)(F)F)cc1	105	101	100	-1	105	-0.2	106	105
CCOc1ccc(NS(=O)(=O)c2cc3c(cc2C)N(C)CCO3)cc1	97	93	114	5	94	-0.2	100	97
CCNC(=O)Oc1ccc[nH]c1=O	99	92	99	-1	104	0.1	100	96
O=C(c1ccc(Cn2c(=S)[nH]c3cc4c(cc3c2=O)OCO4)cc1)N1CCN(c2ncccn2)CC1	102	102	95	1	107	-0.2	124	117
O=C1c2ccccc2C(=O)N1CCc1csc(-c2ccc(F)cc2)n1	98	102	95	-9	94	-0.1	86	96
O=C1CCCCN1CC(=O)N1CCCC(Nc2ccc(F)cc2)C1 (stereo not drawn)	94	89	118	-2	114	-0.2	102	91
c1cc(-n2cnnn2)ccc1NC1=NCCC1	95	100	99	0	97	0.2	96	91
O=C(CCCN1C(=O)c2ccccc2C1=O)N1CCC(c2ccccc2)C1 (stereo not drawn)	93	77	94	0	90	0.0	86	102

Given with values under each structure: part of the list above
Every second line gives: RPL19A TOR yeast | LAP4 TOR yeast | CR mimetic SO | AHR activator | MEP2 TOR yeast | Efflux pump inh | CIT2 TOR yeast | AGP1-GFP MLPCN
- CC(=O)Nc1ccc(SCC(=O)N2CCN(S(=O)(=O)c3ccccc3)CC2)cc1
  105 | 104 | 118 | 1 | 105 | 0.1 | 105 | 104
- COC(=O)c1nn(-c2ccc(OC)cc2)ccc1=O
  104 | 87 | 102 | 4 | 105 | -0.1 | 106 | 96
- CCn1c(SCC(=O)NC2CCCc3ccccc32)nnc1-c1cccs1 (stereo not drawn)
  98 | 102 | 101 | -3 | 92 | -0.2 | 93 | 101
- O=C(CN1CCCCC1)Nc1ccccc1
  101 | 108 | 105 | -4 | 99 | 0.1 | 103 | 101
- COc1ccc(C)cc1S(=O)(=O)Nc1cccc(Cl)c1
  94 | 97 | 95 | 1 | 96 | -0.1 | 92 | 99
- CN(CC(=O)Nc1ccc(F)c(F)c1F)C(=O)C1CCCCC1
  103 | 102 | 83 | -1 | 94 | 0.1 | 109 | 102
- CCCCOc1ccc(N2CC(C(=O)NCCc3ccc(OC)c(OC)c3)CC2=O)cc1 (stereo not drawn)
  98 | 108 | 94 | 3 | 99 | 0.3 | 96 | 102
- Cc1ccc(-n2nnnc2-c2cnc(-c3cccnc3)nc2C(F)(F)F)cc1
  105 | 101 | 100 | -1 | 105 | -0.2 | 106 | 105
- CCOc1ccc(NS(=O)(=O)c2cc3c(cc2C)N(C)CCO3)cc1
  97 | 93 | 114 | 5 | 94 | -0.2 | 100 | 97
- CCNC(=O)Oc1ccc[nH]c1=O
  99 | 92 | 99 | -1 | 104 | 0.1 | 100 | 96
- O=C(c1ccc(Cn2c(=S)[nH]c3cc4c(cc3c2=O)OCO4)cc1)N1CCN(c2ncccn2)CC1
  102 | 102 | 95 | 1 | 107 | -0.2 | 124 | 117
- O=C1c2ccccc2C(=O)N1CCc1csc(-c2ccc(F)cc2)n1
  98 | 102 | 95 | -9 | 94 | -0.1 | 86 | 96
- O=C1CCCCN1CC(=O)N1CCCC(Nc2ccc(F)cc2)C1 (stereo not drawn)
  94 | 89 | 118 | -2 | 114 | -0.2 | 102 | 91
- c1cc(-n2cnnn2)ccc1NC1=NCCC1
  95 | 100 | 99 | 0 | 97 | 0.2 | 96 | 91
- O=C(CCCN1C(=O)c2ccccc2C1=O)N1CCC(c2ccccc2)C1 (stereo not drawn)
  93 | 77 | 94 | 0 | 90 | 0.0 | 86 | 102
